# From PubChem BioAssay
# DT40 TDP1 no CPT: qHTS for Inhibitors of human tyrosyl-DNA phosphodiesterase 1 (TDP1): qHTS in cells in absence of CPT; 420,000 compounds, 15% hits; DT40 Tdp1-/- hTDP1 cells, no CPT, ATP luminescence, 48 h; Potency, µM (doses to about 46.2 µM), for the others: at the top dose activity change, negative = growth inhibition, actives largely listed as inhibitors; AID 686978, 2013; active means well fitted inhibition curve with a large enough effect; inconclusive means small, poorly fitted or top-dose-only effect; further: nearly all actives have a fitted effect of over 55% in size
#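 Stably hTDP1-transfected Tdp1-null chicken DT40 cells were treated with library compounds minus camptothecin and grown for at least 48 hr at 37 °C, after which cellular ATP was quantified by luminescence.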
# Starred values were filed as active, the others as inactive; ? = inconclusive; & = joins results of further samples. On the % scale 0 is the no-effect control and ±100 the full control effect; potency means the concentration at half of the fitted maximal effect. The list is partial, so the mix of outcomes need not match the whole.
SMILES,DT40 TDP1 no CPT
COc1ccccc1-n1cc(CN2CCOc3ccc(CN4C[C@@H](C)O[C@@H](C)C4)cc3C2)cn1,?
CC(C)(C)OC(=O)N1CCC[C@@H]1C(=O)N1CCC[C@@H]1C(=O)NCc1ccccc1Cl,-26.2%
COc1cc(-c2cnc3c(NC(C)=O)cc(-c4ccc(N5CCN(C)CC5)cc4)cn23)cc(OC)c1OC,4.61µM*
Nc1ncnc2c1ncn2[C@@H]1O[C@H](C(=O)NCC2CCN(Cc3ccccc3)CC2)[C@@H](O)[C@H]1O,-11.5%
COc1ccc(NC(=O)N(C)C[C@H]2Oc3ccc(NC(=O)Nc4ccc5c(c4)OCO5)cc3C(=O)N([C@H](C)CO)C[C@@H]2C)cc1,0.2%
O=C(C[C@H]1CC[C@@H](NS(=O)(=O)c2ccccc2)[C@@H](CO)O1)NCc1ccc(Cl)c(Cl)c1,20.6µM*
C[C@H](CN1CCCC1)C(=O)c1ccc(C(F)(F)F)cc1,-3.6%
OC(c1cccnc1)c1ccc2c(c1)CN(Cc1cccc3c1OCO3)CCO2 (configuration not stated),-19.5%
CN1CCN(C2Cc3ccc(Cl)cc3Sc3ccc(F)cc32)CC1 (configuration not stated),18.4µM*
Cc1ccc(S(=O)(=O)N2CCC(C(=O)OCC(=O)N3C(C)CCCC3C)CC2)cc1C (configuration not stated),-12.6%
CCc1nc2ccc(C(=O)Nc3cccc(NS(C)(=O)=O)c3)cn2c1N(C)Cc1nccn1C,-22.2%
COc1ccccc1CNC(=O)C1(C)CCN1C(=O)Cc1ccc(-c2ccccc2)cc1 (configuration not stated),14.6µM*
COc1cc2c(cc1OC)C(c1c(Cl)cccc1Cl)=NCC2,0.231µM*
COc1cccc(-c2cnc3c(NC(C)=O)cc(-c4cc(F)ccc4OC)cn23)c1,23.1µM*
CCCCCC(=O)N1C[C@H](n2cc(COC(=O)c3ccccc3)nn2)[C@@H](O)C[C@@H]1c1ccccc1,3.8%
CC1(C(=O)NS(=O)(=O)C2CC2)CCCN(C(=O)c2cccc(C(F)(F)F)c2)C1 (configuration not stated),4.11µM*
COc1cc(C(=O)Oc2ccccc2OC(=O)c2cc(OC)c(OC)c(OC)c2)cc(OC)c1OC,11.5%
O=NN(CC(=O)NN=CC=Cc1ccccc1)CC(=O)NN=CC=Cc1ccccc1,-4.7%
CC1=C(C(=O)N2CCOCC2)CC(CC(=O)NCc2cccc3ccccc23)C(=O)N1Cc1ccc(F)cc1 (configuration not stated),-20.2%
COC(=O)C1=C(C)N(CCCC(=O)O)C(=O)NC1c1ccc(Cl)cc1 (configuration not stated),-12.6%

# The closing 4 records of the section above lead into the next.
SMILES,DT40 TDP1 no CPT
COc1cc(C(=O)Oc2ccccc2OC(=O)c2cc(OC)c(OC)c(OC)c2)cc(OC)c1OC,11.5%
O=NN(CC(=O)NN=CC=Cc1ccccc1)CC(=O)NN=CC=Cc1ccccc1,-4.7%
CC1=C(C(=O)N2CCOCC2)CC(CC(=O)NCc2cccc3ccccc23)C(=O)N1Cc1ccc(F)cc1 (configuration not stated),-20.2%
COC(=O)C1=C(C)N(CCCC(=O)O)C(=O)NC1c1ccc(Cl)cc1 (configuration not stated),-12.6%
O=C1c2ccccc2C(c2nnnn2Cc2ccccc2)N1CCCn1ccnc1 (configuration not stated),-19.7%
O=C1c2ccccc2NC(c2ccc(Br)s2)N1O (configuration not stated),11.6µM*
C[C@@H]1CN([C@@H](C)CO)C(=O)CCCn2nncc2CO[C@H]1CN(C)C(=O)c1ccc2ccn(C)c2c1,-1.2%
CCCCNC(=O)C[C@@H]1C[C@@]2(C(=O)OC)CC(C)(C)CC=C2N(Cc2cccc3ccccc23)C1=O,?
Cc1ccccc1OCC(=O)OCC(=O)NC12CC3CC(CC(C3)C1)C2,-24.8%
CN(CC(=O)Nc1cccc(Cl)c1)S(=O)(=O)/C=C/c1ccccc1,?
O=C(NCc1ccccc1)C(c1ccc(C(F)(F)F)cc1)n1c(=O)c(-c2ccccc2)nc2ccccc21 (configuration not stated),-79.6%
CCc1c(-c2ccccc2)ncn1Cc1cccc(-c2ccccc2)c1,8.2µM*
CCOC(=O)c1nc2cc3n(c(C)c-2c1C)C(C)C(CC)=C3C (configuration not stated),18.4µM*
CN1C(C)(C)CC(O)(C(=O)O)CC1(C)C,-0.9%
OC(c1ccc(Cl)c(F)c1)c1ncc(-c2cccc3ccccc23)[nH]1 (configuration not stated),?
CCOC(=O)c1cnc2ccc(C(=O)OC)cc2c1Nc1ccc(N2CCOCC2)cc1,11.6µM*
Cc1cc(C)n2c(NCc3ccccc3)c(-c3cc4ccccc4o3)nc2n1,14.6µM*
Cc1cccc(-c2cnc(C(O)c3ccc(Cl)cc3C)[nH]2)c1 (configuration not stated),18.4µM*
CC(C)CC1C(=O)N(Cc2cn(Cc3ccco3)nn2)CCS(=O)(=O)N1Cc1ccc(-c2ccc(F)cc2)cc1 (configuration not stated),16.4µM*
CCCCCn1nnnc1-c1nc2cc(C)c(C)cc2[nH]c1=O,?
CC(=O)c1ccc(F)c(-c2cc(C)cc3c2OC(CNC(=O)C2CCCCN2C)C3)c1 (configuration not stated),?
Cc1ccc(S(=O)(=O)Nc2ccccc2C(C(=O)OC(C)(C)C)C(=O)OC(C)(C)C)cc1,?
O=C1N[C@@H](Cc2ccccc2)C(=O)N2[C@@H]3N(S(=O)(=O)c4ccccc4)c4ccccc4[C@]3(Br)C[C@@H]12,?
COc1ccccc1-c1cnc(C(O)c2ccc(CN3CCCCC3)cc2)[nH]1 (configuration not stated),-11.8%
C(=Cc1cnc2ccccc2n1)c1ccc2c(c1)OCO2,?
Nc1cc(N)cc(Cc2ccccc2)c1,-10.5%
O=C(C[C@@H]1CC[C@@H]2[C@H](COC[C@H](O)CN2S(=O)(=O)c2ccccc2)O1)Nc1ccccc1,?
O=C(Nc1ccc(F)cc1)C(CCc1ccccc1)N1CCN(Cc2c(F)cccc2Cl)CC1 (configuration not stated),?
CNC(=O)C[C@@H](N)C(=O)N[C@@H](C(=O)N[C@@H]1C(=O)N2[C@@H]1SC(C)(C)[C@@H]2C(=O)O)c1ccc(O)cc1,-8.0%
CC1(C(=O)NS(=O)(=O)c2ccccc2)CCN1C(=O)c1ccc(C2CCCCC2)cc1 (configuration not stated),-2.0%
O=C(NCc1ccccc1)c1cccc2c(-c3ccc(F)c(F)c3)coc12,?
CCCCC1CC2=C(C(=O)OC(C)(C)O2)C(c2cccc3ccccc23)O1 (configuration not stated),23.1µM*
CC(=O)N1CCN(Cc2cc(=O)oc3cc(C)cc(C)c23)CC1,-15.1%
CCN(CC)CCN(Cc1cc2cc3c(cc2[nH]c1=O)OCCO3)C(=S)NCCOC,?
CC(=O)Nc1ccc(Sc2ccc([N+](=O)[O-])o2)cc1,2.59µM*
COCCNC(=O)C1(C)CCCN(C(=O)c2ccc(-c3ccccc3)cc2)C1 (configuration not stated),?
Cc1ccc(CC#N)c(-c2c(CC#N)ccc(C)c2C)c1C,23.1µM*
CC(=O)c1ccc(-c2cc(F)cc3c2OC(CNC(=O)Cc2cn4ccsc4n2)C3)s1 (configuration not stated),-23.0%
CCOC(=O)C1(C)CCCN1C(=O)c1ccc(OC)cc1 (configuration not stated),-8.5%
COc1cc(=O)n2c(c1C(=O)NC(C)c1ccco1)CCN(C(=O)c1ccc3c(c1)OCCO3)CC2 (configuration not stated),-4.7%
Cc1ccc(-c2nc3cccnc3s2)cc1NC(=O)c1ccco1,-18.6%
O=C(c1ccc2c(c1)OCO2)c1ccc[nH]1,-20.2%
O=C(OCc1cn([C@@H]2CN(Cc3cccs3)[C@@H](c3ccc(Cl)cc3)C[C@H]2O)nn1)c1ccccc1,?
Cc1c(C(=O)NCc2cccc([N+](=O)[O-])c2)sc(=O)n1Cc1cccc(F)c1,-35.1%

# Filtered by structure: those above with a COOH group.
SMILES,DT40 TDP1 no CPT
COC(=O)C1=C(C)N(CCCC(=O)O)C(=O)NC1c1ccc(Cl)cc1 (configuration not stated),-12.6%
CN1C(C)(C)CC(O)(C(=O)O)CC1(C)C,-0.9%
CNC(=O)C[C@@H](N)C(=O)N[C@@H](C(=O)N[C@@H]1C(=O)N2[C@@H]1SC(C)(C)[C@@H]2C(=O)O)c1ccc(O)cc1,-8.0%

# (continued)
SMILES,DT40 TDP1 no CPT
C[C@@H]1CN([C@@H](C)CO)C(=O)CCCn2nncc2CO[C@H]1CN(C)Cc1ccc2c(c1)OCCO2,-20.7%
C#CCN(Cc1nc(N2CCOCC2)c2ccc(Cl)cc2n1)Cc1ccco1,?
C=C1C(=O)O[C@H]2[C@H]1CC/C(C)=C\CC[C@@]1(C)O[C@@H]21,2.66µM*
COc1ccc(S(=O)(=O)NC(=O)C2(C)CCN2C(=O)Cc2ccc(-c3ccccc3)cc2)cc1 (configuration not stated),-6.4%
CCOC(=O)N1CCN(c2nc(CN3CCCCC3CCO)nc3c(C)cccc23)CC1 (configuration not stated),-16.5%
O=C(CN1CCCCCC1)Nc1nc2ccccc2s1,-0.5%
CC1(C(=O)NS(=O)(=O)c2cccs2)CCN1C(=O)CC1CCCCC1 (configuration not stated),4.3%
CC(=O)Oc1ccc2ccc3ccc(C(C)=O)cc3c2c1,18.4µM*
CN(Cc1ccccc1)C(=O)c1cccc(NC(=O)Cc2ccc(NC(=O)C3CCCN(C(=O)C4CCC4)C3)cc2)c1 (configuration not stated),?
CC1(C)OC(=O)C2=C(C[C@@H](CCOCc3ccccc3)O[C@@H]2c2ccc(F)cc2)O1,?
COC(=O)[C@]12CCCCC=C1N(Cc1ccccc1)C(=O)[C@H](CC(=O)NCc1cccs1)C2,-25.8%
CC(=NO)c1ccc2c(c1)C(=NO)c1ccccc1-2,20.6µM*
Cc1c(C(=O)OCC(O)=C(C#N)c2nc3ccccc3[nH]2)oc2ccc(Br)cc12,-29.3%
COc1ccc(CSC2=C(C#N)C(=O)NC3(CCCCC3)S2)cc1,-2.7%
C=CC1=CCN(S(=O)(=O)C(C)(C)C)[C@H]1CCO,-7.9%
CCOC(=O)C1=C(C)NC(C)=C(C(=O)OCC)C1c1ccccc1/C=C/C(=O)OC(C)(C)C,?
CC1CCC(NC(=O)c2ccc3c(c2)S(=O)(=O)c2ccccc2C3=O)CC1 (configuration not stated),14.6µM*
CC1(C)CC(NC(=O)c2ccccc2NS(=O)(=O)c2ccc(Br)cc2)CC(C)(C)N1,-1.1%
O=C(CNC(=O)c1cc(S(=O)(=O)N2CCOCC2)ccc1N1CCCC1)Nc1ccc(F)c(F)c1,?
NC(=S)NN=Cc1c[nH]c2nccnc12,13µM*
OC[C@@H]1CN(Cc2ccc(Cl)cc2)C[C@H](n2cnc3c(NCc4ccncc4)ncnc32)O1,-16.7%
O=c1c2ccccc2ncn1CCc1ccncc1,1.8%
Cc1cccc(N=C2CCCC2C(=O)Nc2cccc(C)c2C)c1C (configuration not stated),-9.0%
CCOC(=O)[C@]12CCCC=C1N(Cc1ccc(Cl)cc1Cl)C(=O)[C@H](CC(=O)N1CCCC1)C2,?
CC(=O)Nc1cccc(-c2ccnc3c2CC(C)(C(=O)NCc2ccco2)O3)c1 (configuration not stated),2.91µM*
CC(C)[C@@H]1Cc2[nH][nH]c(=O)c2[C@H](C(C)C)O1,-23.6%
CCN(CC(=O)Nc1ccccc1C(F)(F)F)C(=O)CN1C(=O)NC(C)(c2ccc3ccccc3c2)C1=O (configuration not stated),-13.4%
Cc1ncc2c(c1CNC(=O)c1ccsc1)CCN(C(=O)c1c(F)cccc1Cl)C2,-19.5%
CC(C)(O)C#Cc1ccc(N2C(c3ccsc3)=Cc3ccc(F)cc3C2c2c[nH]c3ccc(C#N)cc23)cc1 (configuration not stated),?
COc1cc(S(=O)(=O)N2CCOCC2)c(OC)c(S(=O)(=O)N2CCOCC2)c1,13.6%

# Random excerpt: 5 records from the list.
SMILES,DT40 TDP1 no CPT
CC1CCC(NC(=O)c2ccc3c(c2)S(=O)(=O)c2ccccc2C3=O)CC1 (configuration not stated),14.6µM*
COc1ccc(NC(=O)N(C)C[C@H]2Oc3ccc(NC(=O)Nc4ccc5c(c4)OCO5)cc3C(=O)N([C@H](C)CO)C[C@@H]2C)cc1,0.2%
O=C(CNC(=O)c1cc(S(=O)(=O)N2CCOCC2)ccc1N1CCCC1)Nc1ccc(F)c(F)c1,?
CCCCCC(=O)N1C[C@H](n2cc(COC(=O)c3ccccc3)nn2)[C@@H](O)C[C@@H]1c1ccccc1,3.8%
CCN(CC(=O)Nc1ccccc1C(F)(F)F)C(=O)CN1C(=O)NC(C)(c2ccc3ccccc3c2)C1=O (configuration not stated),-13.4%

# More results.
SMILES,DT40 TDP1 no CPT
C[C@@H]1CN([C@@H](C)CO)C(=O)CCCn2nncc2CO[C@H]1CN(C)S(=O)(=O)c1ccc2ccccc2c1,?
COc1ccc(NC(=O)C2CC(=O)N(c3ccc(C)cc3)C2)cc1S(=O)(=O)N1CCCCC1 (configuration not stated),0.8%
COCCCNc1c2c(nc3ccccc13)CCC2,?
CCc1c(Nc2ccccc2Cl)nc(N)[nH]c1=O,?
CCC(=O)Nc1ccc(-c2nnc(SCc3ccccc3)n2C)cc1,-5.7%
CCOC(=O)c1c2c(n(C)c1C)C(=O)C(=O)c1ccc(Br)cc1-2,2.06µM*
O=C(O)C[C@H]1c2ccccc2S(=O)(=O)N1c1ccccc1,-25.4%&-13.5%
COc1ccc(C(=O)OCC(=O)N2c3ccccc3CC2C)cc1S(=O)(=O)N1CCOCC1 (configuration not stated),-5.5%
COc1ccc2c(c1)CCc1cnc(-n3ncc(C(=O)NCCCN4CCOCC4)c3C)nc1-2,?
Cc1ccc([N+](=O)[O-])c(NC(=O)COC(=O)CCNS(=O)(=O)c2cccs2)c1C,-17.9%
NNC(=O)c1ccccc1CO,-9.1%
Cc1ccc(-c2cc(-c3ccccc3)nc(N/N=C/c3cccnc3)n2)cc1,?
O=C(O)C1c2ccccc2Cc2ccccc21,1.6%
N#Cc1ccc(-c2nc3ccc(Cl)cn3c2Cc2cccc(F)c2)cc1,?
Cc1ccc(NC(=O)CSc2nnc3n2CCCCC3)cc1S(=O)(=O)N1CCOCC1,-14.3%
Cc1cc(C)c2c(=O)n3c(nc2c1)C(Cc1ccc(O)cc1)NC(=O)c1cccnc1-3 (configuration not stated),18.4µM*
